# TSHR antag = antagonists of human thyroid stimulating hormone receptor | P16473 | TSHR-expressing cells, TSH-stimulated cAMP HTRF, 2 h; stronger effect = lower value | activity change, negative = inhibition, % at 11.5 µM | 330,000 compounds, 0.2% hits | AID 504810;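 active = activity change below a set negative limit, meaning inhibition stronger than a set level, cut at about -70% in these data; inconclusive = activity change between two set negative limits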; note: % is set by controls: 0 for no effect and ±100 for the full control effect
# Target sequence (P16473 whole entry, looked up): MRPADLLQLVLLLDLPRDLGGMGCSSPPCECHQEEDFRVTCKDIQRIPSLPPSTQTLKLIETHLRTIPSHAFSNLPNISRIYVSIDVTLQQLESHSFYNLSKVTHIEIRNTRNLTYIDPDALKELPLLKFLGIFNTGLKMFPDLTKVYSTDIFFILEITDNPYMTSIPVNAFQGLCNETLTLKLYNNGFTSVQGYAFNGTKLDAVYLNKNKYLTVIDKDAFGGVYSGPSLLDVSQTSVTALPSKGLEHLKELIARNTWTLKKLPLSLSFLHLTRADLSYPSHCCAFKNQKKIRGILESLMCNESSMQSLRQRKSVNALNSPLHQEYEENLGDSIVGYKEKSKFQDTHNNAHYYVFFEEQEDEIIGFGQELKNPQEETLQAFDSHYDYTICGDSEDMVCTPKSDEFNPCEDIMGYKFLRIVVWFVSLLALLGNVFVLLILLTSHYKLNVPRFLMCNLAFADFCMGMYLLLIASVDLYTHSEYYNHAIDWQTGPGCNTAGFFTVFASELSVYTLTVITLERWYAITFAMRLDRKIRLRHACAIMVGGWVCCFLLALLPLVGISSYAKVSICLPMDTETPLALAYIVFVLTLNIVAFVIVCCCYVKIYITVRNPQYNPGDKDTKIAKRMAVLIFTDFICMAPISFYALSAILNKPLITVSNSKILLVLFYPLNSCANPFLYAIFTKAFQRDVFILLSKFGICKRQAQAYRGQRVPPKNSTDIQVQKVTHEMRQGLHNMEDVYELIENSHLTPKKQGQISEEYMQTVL
#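 Inhibition of cAMP made by TSHR-expressing cells under TSH stimulation (4nM final, EC80; 2 h, 37 deg C) is quantified with a one-step lysis HTRF kit, anti-cAMP cryptate versus cAMP-d2.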
# a7 integrin act = activates integrin-mediated alleviation for muscular dystrophy. alpha7betagal myoblasts, beta-gal FDG fluorescence, 48 h. Potency, µM (highest dose often 38.3 µM), for inactives: top-dose activation, hits mostly activators. 350,000 compounds, 0.064% hits;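 note: potency is the fitted concentration of half-maximal effect; 100% = response of the positive control SU9516; nearly all actives have a fitted effect of over 60% in size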
#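 alpha7betagal+/- myoblasts (passage 13, 250/well) treated 48 h at 37C with compounds at 1:260 dilution of DMSO stock. Lysed, then beta-galactosidase activity read as FDG fluorescence (ex 480/em 540) after 30 min, with pre-read for autofluorescence.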
# Mito fusion yeast = inhibitors of mitochondrial division or activators of mitochondrial fusion. S. cerevisiae fusion-defective mutant growth rescue, CellTiterGlo 48 h. Potency, µM (series often up to 46.1 µM), inactives show at the top dose growth rescue (activation), most hits filed as activators. 320,000 compounds, 0.23% hits. AID 485298;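 note: potency is the fitted concentration of half-maximal effect; % of control where 0% means no effect; nearly all actives have a fitted effect of over 45% in size; temperature-sensitive fusion mutants such as fzo1-1 at 37 °C on non-fermentable ethanol glycerol medium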
#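 S. cerevisiae fusion-defective temperature-sensitive mutants (e.g. fzo1-1, mgm1-5) grown 48 h at 37C in YPEG (ethanol/glycerol non-fermentable) medium with 23 nl compound per well; growth rescue read as CellTiterGlo luminescence.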
# Eya2 phos inh = blocks the phosphatase activity of human Eya2; O00167; Potency, µM (highest dose often 76.9 µM), without a hit: at the highest dose activity, negative = inhibition, usual class: inhibitors; 330,000 compounds, 0.006% hits; recombinant Eya2, OMFP fluorescence dephosphorylation (OMFP is methylfluorescein phosphate); AID 488837; note: potency is the fitted concentration of half-maximal effect; % is set by controls: 0 for no effect and ±100 for the full control effect
#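 Eya2 protein (added as 0.2 uM solution) was preincubated with compound for 10 min at ambient temperature in 50 mM HEPES pH 7.5, 50 mM NaCl, 5 uM MgCl2, 0.05% BSA, 1 mM DTT. OMFP (added at 50 uM) then reacted 10 min; fluorescence read at 485/525 nm.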
# TCR act = T cell receptor activation; 330,000 tested, under 10 active; Potency, µM (titrated, usually from 9.22 µM), without a hit: at the highest dose activation of IL-2 secretion, usual class: activators; AID 504894; primary human leukocytes, anti-CD3, IL-2 HTRF, 48 h; note: % of control where 0% means no effect
#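 48 hr co-incubation of compounds, a-CD3 beads and primary human leukocytes; IL-2 quantified homogeneously by HTRF with anti-IL-2 K and d2 conjugates.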
# ASM inhibitor = inhibitors of human secretory acid sphingomyelinase; Potency, µM (series often up to 57.5 µM), for the others: at the top dose activity change, negative = inhibition, actives largely listed as inhibitors; placental ASM, HMU-PC fluorogenic substrate, 60 min; 340,000 compounds, 0.006% hits; P17405; note: potency is the fitted concentration of half-maximal effect
#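 Fluorogenic HMU-PC substrate (9 uM final) is turned over by placental ASM in 60 min at 37 C after a 10 min compound preincubation. Reaction ended by alkaline stop (pH 10), with fluorescence read at 386/447 nm.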
# A-T KAP1 phos = potential ataxia-telangiectasia treatment. Potency, µM (series often up to 57.5 µM), for inactives: top-dose activation, most hits filed as activators. AID 485349. […] A-T fibroblasts, KAP-1 phosphorylation AlphaLISA; neocarzinostatin DNA damage 30 min before lysis. 320,000 compounds, 0.19% hits; note: potency is the fitted concentration of half-maximal effect; % of control where 0% means no effect; nearly all actives have a fitted effect of over 45% in size
#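 hTERT-immortalized A-T patient fibroblasts ([…]), 500 cells/well in OPTI-MEM, 1% FBS, got compounds for 60 min, then NCS for 30 min at 37C. Lysates were then assayed for phospho-KAP-1 by AlphaLISA (anti-pKAP1 donor, anti-KAP1 acceptor beads), 6 hr at 25C.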
# TSG101-PTAP inh = blocks PTAP/TSG101 interaction to inhibit HIV-1 budding. Fluorescence polarization, FITC-PTAP peptide / Tsg101 binding. 340,000 tested, under 10 active. Potency, µM (highest dose often 115 µM), for the others: at the top dose activity change, negative = inhibition, usual class: inhibitors. Q99816. AID 493005; active = well fitted inhibition curve with a large enough effect in the main read-out, with a control signal flat, not every such curve was filed as active; inconclusive = small, poorly fitted or top-dose-only effect, or effect the other way, or a change in a side signal; inactive = no such curve, though single readings can be large or run the other way; note: potency is the fitted concentration of half-maximal effect; % of control where 0% means no effect
#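 Steps: Tsg101 binding domain dispensed (10 uM final), compounds pinned in DMSO, FITC-labeled PTAP-motif peptide added (50 nM final); after 20 min binding at room temperature, polarization measured.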
# ELG1 repair inh = inhibitors of ELG1-dependent DNA repair in HEK293T cells; HEK293T ELG1-luciferase reporter, luminescence, 16 h; DNA damage induced by 5-fluorouridine; Potency, µM (doses to about 46.1 µM), for inactives: top-dose activity change, negative = inhibition, most hits filed as inhibitors; 330,000 compounds, 2.3% hits; AID 504467; note: potency is the fitted concentration of half-maximal effect; % is set by controls: 0 for no effect and ±100 for the full control effect; nearly all actives have a fitted effect of over 55% in size
#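 Quantitative HTS, concentration-response format. 2,000 cells/well co-treated with 5-fluorouridine and compound, 16 hr in 5% CO2 at 37 °C; ONE-Glo luminescence read after 30 min.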
# Tb PFK inh = inhibitors of T. brucei phosphofructokinase. O15648. T. brucei PFK, ADP-Glo luminescence. Potency, µM (titrated, usually from 57.5 µM), without a hit: top-dose activity, negative = inhibition, usual class: inhibitors. 330,000 compounds, 0.17% hits. AID 485367;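 note: potency is the fitted concentration of half-maximal effect; 0% = uninhibited 1x PFK enzyme wells and -100% = no-enzyme wells; nearly all actives have a fitted effect of over 60% in size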
#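 1.25 nM PFK with 0.5 mM F6P and 0.1 mM ATP in 0.1 M TEA pH 8.0, 5 mM MgCl2, incubated 45 min at room temperature; ADP measured by ADP-Glo luminescence; compounds titrated up to 57 uM.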
# Chronic BCR inh = inhibitors of chronic active B-cell receptor signaling; ABC-DLBCL IkBa-CBG/CBR reporter, luminescence ratio, 4 h; Potency, µM (titrated, usually from 46.1 µM), without a hit: top-dose ratio change, negative = lower green/red ratio, most hits filed as inhibitors; 340,000 compounds, 0.05% hits; active = well fitted inhibition curve with a large enough effect in the signal ratio, with a control signal flat, not every such curve was filed as active; inconclusive = small, poorly fitted or top-dose-only effect, or effect the other way, or a change in a side signal; the % refers to the signal ratio;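 note: potency is the fitted concentration of half-maximal effect; plate controls were basal doxycycline-induced cells for no effect and cells given 10 µM MG132 for full effect; MG132 reads +100%, hits lower the ratio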
#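 TMD8 ABC-DLBCL cells carrying doxycycline-inducible green luciferase fused to IkappaBalpha plus unfused red luciferase were exposed to compounds (up to 46 uM) for 4 hrs at 37C. Activity came from the overlap-corrected green/red luminescence ratio.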
# * marks the source's active call; other numbers are inactive results; ? = inconclusive; · = no result given; [ ] = remark or other dose. Unless noted, calls come from the whole dose curve; as a rule, active = well fitted curve in the direction sought with a large enough effect; inconclusive = small, poorly fitted or top-dose-only effect, or another doubt; inactive = no such curve, though single readings can be large; an effect the other way counts as inactive or inconclusive. An unsorted share of the library. Share with any hit: about 3.2%.
SMILES,TSHR antag,a7 integrin act,Mito fusion yeast,Eya2 phos inh,TCR act,ASM inhibitor,A-T KAP1 phos,TSG101-PTAP inh,ELG1 repair inh,Tb PFK inh,Chronic BCR inh
CN1/C(=C\C(=O)C(F)F)C(C)(C)c2ccccc21,8,12%,3%,14%,3%,105%[activator],22%,-5%,-2%,1%,1%
O=S1(=O)CCO[C@H]2Cc3ccccc3[C@H]2N1Cc1ccccc1,-3,13%,0%,10%,0%,4%,6%,0%,0%,-8%,?
S=c1[nH]ccn1Cc1ccccc1,-2,-7%,6%,-1%,12%,0%,-1%,2%,-1%,-10%,2%
COc1ccc(NC(C)=O)cc1S(=O)(=O)Nc1ccccc1C(=O)NCCc1ccccc1,0,-9%,-4%,-19%,6%,-4%,1%,-5%,?,3%,-1%
Cc1cccc(S(=O)(=O)NC2CCCCCCC2)c1,-1,11%,21%,-4%,8%,-5%,1%,1%,?,-2%,11%
O=C(Cn1cc(C(=O)c2ccco2)c2ccccc21)NC1CCCC1,-13,-28%,2%,-12%,1%,-2%,6%,-2%,5%,4%,8%
O=C(N/N=C/c1c(F)cccc1Cl)C(=O)N1CCCCCC1,-2,?,2%,-2%,-4%,3%,2%,-1%,0%,1%,0%
Cc1ccc2nc(SCC(=O)Nc3cccc(F)c3)nc(=O)n2c1,0,-6%,0%,-9%,0%,-1%,-8%,-2%,2%,1%,-4%
Cn1c(CCc2ccccc2)n[nH]c1=S,-1,14%,-11%,2%,·,3%,3%[11.5 µM],-2%,-21%,8%,-23%
CS(=O)(=O)N(Cc1cccc(CN(C(C(=O)O)c2ccccc2)S(C)(=O)=O)c1)C(C(=O)O)c1ccccc1 (configuration not stated),11,6%,0%,2%,9%,3%,15%,-1%,20%,4%,8%
O=C(Nc1ccc(Cc2ccc(NC(=O)C3CC3)cc2)cc1)C1CC1,-11,6%,-5%,3%,3%,0%,-5%,-10%,7%,-1%,0%
Cc1cc(C)c(S(=O)(=O)Nc2ccncc2)cc1C,-7,?,0%,0%,3%,-3%,3%,0%,1%,-4%,2%
Clc1cc(Cl)c(Cl)c(Cl)c1Cl,-5,·,-9%,7%,-6%,0%,-6%,0%,20%,6%,0%
COC(=O)/C(C#N)=C/c1c(N2CCN(c3ccccc3)CC2)nc2ccccn2c1=O,-11,10%,26%,-12%,-1%,0%,9%,-2%,4%,-1%,0%
COc1ccccc1-c1noc(-c2ccccc2C(=O)Nc2ccccc2)n1,14,-8%,0%,10%,1%,?,4%,-3%,2%,-2%,-1%
CN1CCN(C(=S)C(=O)Nc2ccccc2)CC1,17,31%,0%,8%,-6%,2%,6%,-1%,4%,-5%,?
Cc1cc(C)n(C(=O)CNC(=O)C2COc3ccccc3O2)n1 (configuration not stated),-11,35%,-1%,-8%,5%[46.1 µM],3%,2%,-2%,9%,3%,?
Cc1sc(NC(=O)CSc2nnc(-c3ccccc3)o2)c(C#N)c1C,-14,-34%,-8%,-5%,·,4%,12%,-2%,-8%,1%,?
CN1C(=O)c2ccc(C(=O)NC3CCCCC3)cc2C1=O,13,-8%,5%,-29%,2%,4%,11%,-4%,?,-6%,-1%
CCN1CCN(C(=O)CSCc2nc(-c3ccc(OC)c(OC)c3)oc2C)CC1,14,2%,-2%,14%,-19%,3%,-2%,-4%,0%,2%,-7%
CCOC(=O)N1CCN(S(=O)(=O)c2ccc(C(=O)Nc3sc4c(c3C#N)CC(C)(C)NC4(C)C)cc2)CC1,-8,29%,0%,15%,-56%,-2%,6%,1%,2%,1%,5%
CCOc1ccc(-c2nnc(NC(=O)c3ccc(OCC(C)C)c(OC)c3)o2)cc1,-4,-19%,2%,0%,1%,2%,1%,-4%,25%,0%,-8%
COc1ccc(-c2cccc(C(=O)Nc3ccccc3C)c2)cc1,-4,-6%,-1%,2%,3%[46.1 µM],0%,4%,0%,11%,13%,?
Cc1cc(C)c2oc(-c3cccc(NC(=O)c4ccc(F)cc4)c3)nc2c1,11,22%,-2%,4%,-21%,1%,0%,1%,-12%,3%,-19%
CCOC(=O)c1ccc(NC(=O)N2CCN(Cc3cccc(F)c3)CC2)cc1,-2,21%[7.66 µM],1%,-17%,-2%,0%,3%,-9%,-8%,-22%,0%
COc1ccc(C(C)=O)cc1COC(=O)c1ccc2c(c1)OCO2,-11,-2%,7%,-23%,8%,-3%,7%,-7%,-8%,2%,-5%
C#CCOc1nc(C)cc(C)c1S(=O)(=O)c1ccccc1C,-34,15%,0%,5%,-4%,0%,-2%,-5%,-18%,-2%,-3%
N#CC1=C(N)N(c2ccc(Oc3ccccc3)cc2)C(=O)C1,-3,8%,3%,5%,-3%,0%,2%,-6%,1%,-4%,?
Cc1cccc(C(=O)N/N=C/c2coc3ccccc3c2=O)c1,4,2%,-2%,-5%,-4%,4%,7%,-3%,4%,-5%,?
COc1cc(C(=O)Nc2nnc(SC)s2)c([N+](=O)[O-])cc1OC,-10,-6%,12%,-2%,-4%,5%,-2%,-1%,10%,15%,4%
C=CCNC(=O)COC(=O)C1CCN(S(=O)(=O)c2ccc3c(c2)OCCO3)CC1,-7,0%,0%,15%,2%,4%,-10%,-1%,?,0%,-2%
CC(=O)Nc1ccc(SCC(=O)c2c(N)n(Cc3ccccc3)c(=O)n(C)c2=O)cc1,-2,7%,0%,-1%,2%,6%,8%,-1%,?,2%,-2%
Cc1ccc(NC(=O)C(C)OC(=O)c2ccc(NC(=O)CC#N)cc2)cc1S(=O)(=O)N1CCOCC1 (configuration not stated),-8,7%,-1%,1%,0%,-2%,-2%,-1%,-23%,1%,-16%
Cc1ccc(C2=NN(C(=O)CN3C(=O)c4ccccc4S3(=O)=O)C(c3ccco3)C2)cc1 (configuration not stated),-7,12%,?,5%,-3%,-11%,-1%,1%,-5%,-2%,1%
COc1ccc(S(=O)(=O)N2CCN(C(=O)Cc3cccs3)CC2)cc1,2,38%,-1%,3%,-1%[46.1 µM],0%,4%,-2%,-2%,-3%,-12%
NC(=O)C1(NC(=O)[C@@H]2CC3(CC(c4cccc(NC(=O)c5cc([N+](=O)[O-])cc([N+](=O)[O-])c5)c4)=NO3)CN2C(=O)c2ccccc2)CC1 (some centres not stated),4,-12%,-2%,-2%,13%,-16%,1%,-8%,?,-8%,2%
CCNC(=O)c1c(O)c2cccc3c2n(c1=O)CC3,13,-7%,3%,4%,-6%,-1%,-1%,0%,?,-5%,?
COc1ccc(N(CC2CO2)S(=O)(=O)c2ccccc2)cc1 (configuration not stated),6,-49%[inhibitor],-9%,-6%,-2%,0%,2%,1%,16%,-1%,-6%
O=C(COc1ccc(Br)cc1)N1CCc2ccccc21,-2,-22%,4%,4%,-2%,-2%,6%,1%,?,0%,7%
COc1cccc(C(=O)NC(C)c2ccc(-c3ccccc3)cc2)c1OC (configuration not stated),14,7%,?,-4%,2%,-11%,8%,2%,-12%,-4%,14%
O=C(O)c1ccc2c(c1)C(=O)N(c1cccc(S(=O)(=O)Nc3cccc(C(F)(F)F)c3)c1)C2=O,-8,-11%,1%,-6%,1%,-2%,4%,-6%,11%,2%,-1%
CNC(=O)c1sc(Nc2ccc(OCc3ccccc3)cc2)nc1C,-5,-54%[inhibitor],?,-14%,-6%,-16%,11%,1%,8.2µM*,-13%,6%
Cc1[nH]n(-c2ccc(Cl)cc2)c(=O)c1/C=N/c1nnc(-c2ccccc2)s1,-2,-22%,-5%,-9%,3%[46.1 µM],-1%,-1%,4%,?,2%,0%

# Assay outcomes deposited in PubChem BioAssay by National Center for Advancing Translational Sciences (NCATS).
